p53ts 32C tox: kills p53ts cells at the permissive temperature; H1299-p53A138V at 32C, ATP luminescence viability, 24 h; Potency, µM (doses to about 46.1 µM), for the others: top-dose activity change, negative = cytotoxicity, most hits filed as cytotoxic; actives 0.93% (n = 130,000);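 also: 0% = DMSO and -100% = full killing by reference compound; nearly all actives have a fitted effect of over 55% in size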
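ATP-content luminescence (ATPlite) read-out after 24 h compound exposure at 32C in H1299-p53A138V cells (600/well). Tested up to 46 uM. Normalized to DMSO (0%) and 100 uM tamoxifen (100% killing); Hill-fit AC50.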
IkB sig inh: inhibitors of IkB signaling in ABC-DLBCL cells | AID 445 | ABC-DLBCL IkBa-CBG/CBR dual luciferase ratio, 4 h; response scale: scaled: untreated 0%, proteasome inhibitor 100% | Potency, µM (top dose mostly 57.1 µM), inactives show at the highest dose IkBa stabilization activation | actives 0.04% (n = 110,000); active = well fitted curve in the direction sought with a large enough effect in the signal ratio, not every such curve was filed as active; inconclusive = small, poorly fitted or top-dose-only effect, or a change in a side signal; the % refers to the signal ratio;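 also: the direction sought is a rising ratio; 0% = basal untreated cells and 100% = reference inhibitor full response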
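Luminescence ratio of IκBα-fused green versus native red beetle luciferase in OCI-Ly3 cells, 4 h post-doxycycline with compound; red signal alone, scaled from basal (0%) to zero light (-100%), flagged nonspecific or cytotoxic effects.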
p53ts 39C tox: kills p53ts cells at the nonpermissive temperature. H1299-p53A138V viability at 39C, ATP luminescence, 24 h. Potency, µM (highest dose often 46.1 µM), without a hit: at the highest dose activity change, negative = cell killing, hits mostly cytotoxic. actives 1.5% (n = 130,000). AID 902; also: nearly all actives have a fitted effect of over 55% in size
Peg3 imprint: induces erasure of genomic imprints in mouse ES cells. Potency, µM (series often up to 60.7 µM), inactives show at the top dose activity change, positive = activation, most hits filed as activators. mouse ES Peg3-LacZ reporter, beta-gal luminescence, 40 h. actives 0.02% (n = 110,000);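 also: 0% = negative control wells on the plate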
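Gelatin-coated wells received 300 freshly trypsinized female ES cells with a Peg3LacZ-Neo reporter on the maternal allele, then incubated 40 hours at 37C. BetaGlo was added for 5 minutes at room temperature before a single luminescence read.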
The depositor's hits bear a star; ? = inconclusive; . = not tested or not shown; & = joins results of further samples; [ ] = another dose, or the depositor's remark. Unless noted, calls follow the shape of the dose curve; as a rule, active = well fitted curve in the direction sought with a large enough effect; inconclusive = small, poorly fitted or top-dose-only effect, or another doubt; inactive = no such curve, though single readings can be large; an effect the other way counts as inactive or inconclusive. Unless noted, % is scaled to controls: 0 for no effect and ±100 for the full control effect; potency is read from the fitted curve at half-maximal effect.

Results follow in this order: p53ts 32C tox	IkB sig inh	p53ts 39C tox	Peg3 imprint
- O=C(NCC(c1ccccc1)c1ccccc1)c1nn(-c2ccccc2F)nc1CO
    -4.8%	?	-7.4%	-9.8%[10.9 µM]
- CCCN1C[C@H](CSC)C[C@@H]2c3cccc4[nH]cc(c34)C[C@H]21
    -1.8%	.	5.8%	-11.5%&-9.7%
- CNc1nc(C)c(C(=O)OCC(=O)OC)s1
    12.8%	-3.5%	0.0%	-11.6%
- CC1(C(=O)O)CC(C)(C(=O)O)CC(C)(C(=O)O)C1 (stereo unspecified)
    -0.9%	1.9%	13.5%	12.6%
- CC(=O)Nc1ccccc1C=C1c2ccccc2-c2ccccc21
    4.2%[9.22 µM]	2.0%[11.4 µM]	-5.8%[9.22 µM]	-10.9%[10.9 µM]
- COc1ccc(OC)c(NC(=O)CSC2=NCCS2)c1
    -18.7%	1.7%	3.3%	0.1%
- CCOc1ccc(CNC(=O)Cn2nc(C)n3cccc3c2=O)cc1
    -5.9%	?	20.7%	-8.6%[10.9 µM]
- OC(c1ccc(Cl)cc1Cl)C(Cc1cccnc1)n1cncn1 (stereo unspecified)
    -6.0%	0.1%	4.0%	-9.4%
- CCC(=O)Oc1ccc(-c2nc3ccccc3c(=O)o2)cc1
    ?	?	-16.9%	-32.6%[inhibitor][10.9 µM]
- Cc1cc(C(F)(F)F)nn1-c1nc(-c2ccccc2)cc(C(F)(F)F)n1
    11.0%	-2.3%	9.7%	-6.8%[10.9 µM]
- CCc1ccc(NC(=O)c2cccc(N3CCCS3(=O)=O)c2)cc1
    -28.0%	?	?	-11.3%[10.9 µM]
- COc1cccc(NC(=O)CSc2nc(N)cc(N)n2)c1
    -0.8%	2.5%	-2.0%	-14.8%
- CC(C)CN(CC(C)C)S(=O)(=O)N1CCC(C(=O)NCc2ccccn2)CC1
    0.0%	-1.5%	-12.9%	-9.8%
- Cc1ccccc1NC(=O)CCC(=O)OCCCC(F)(F)C(F)(F)F
    -1.2%	0.1%	3.9%	1.9%
- CC1(C)CC(=O)C(C=NCCN2CCNC2=O)=C(O)C1
    -6.8%	-1.0%	-7.3%	20.0%

Reprinted from the results shown (twelve entries):
Results follow in this order: p53ts 32C tox	IkB sig inh	p53ts 39C tox	Peg3 imprint
- O=C(NCC(c1ccccc1)c1ccccc1)c1nn(-c2ccccc2F)nc1CO
    -4.8%	?	-7.4%	-9.8%[10.9 µM]
- CCCN1C[C@H](CSC)C[C@@H]2c3cccc4[nH]cc(c34)C[C@H]21
    -1.8%	.	5.8%	-11.5%&-9.7%
- CNc1nc(C)c(C(=O)OCC(=O)OC)s1
    12.8%	-3.5%	0.0%	-11.6%
- CC1(C(=O)O)CC(C)(C(=O)O)CC(C)(C(=O)O)C1 (stereo unspecified)
    -0.9%	1.9%	13.5%	12.6%
- CC(=O)Nc1ccccc1C=C1c2ccccc2-c2ccccc21
    4.2%[9.22 µM]	2.0%[11.4 µM]	-5.8%[9.22 µM]	-10.9%[10.9 µM]
- COc1ccc(OC)c(NC(=O)CSC2=NCCS2)c1
    -18.7%	1.7%	3.3%	0.1%
- CCOc1ccc(CNC(=O)Cn2nc(C)n3cccc3c2=O)cc1
    -5.9%	?	20.7%	-8.6%[10.9 µM]
- OC(c1ccc(Cl)cc1Cl)C(Cc1cccnc1)n1cncn1 (stereo unspecified)
    -6.0%	0.1%	4.0%	-9.4%
- CCC(=O)Oc1ccc(-c2nc3ccccc3c(=O)o2)cc1
    ?	?	-16.9%	-32.6%[inhibitor][10.9 µM]
- Cc1cc(C(F)(F)F)nn1-c1nc(-c2ccccc2)cc(C(F)(F)F)n1
    11.0%	-2.3%	9.7%	-6.8%[10.9 µM]
- CCc1ccc(NC(=O)c2cccc(N3CCCS3(=O)=O)c2)cc1
    -28.0%	?	?	-11.3%[10.9 µM]
- COc1cccc(NC(=O)CSc2nc(N)cc(N)n2)c1
    -0.8%	2.5%	-2.0%	-14.8%

Next part
Results follow in this order: p53ts 32C tox	IkB sig inh	p53ts 39C tox	Peg3 imprint
- COc1ccc(S(=O)(=O)N2CCN(Cc3nc4ccc(C)cc4o3)CC2)cc1OC
    -3.3%	?	6.0%	-9.5%[10.9 µM]
- Cn1c(=NC(=O)C2CCN(S(=O)(=O)c3cccs3)CC2)sc2ccccc21
    0.6%	1.3%	1.2%	-2.7%
- COc1c(NC(C)=O)c2ccccc2c2ccccc12
    1.7%[9.22 µM]	-0.2%[11.4 µM]	-1.5%[9.22 µM]	-2.1%[10.9 µM]
- CCOC(=O)c1ccc(NC(=O)c2ccc3c(c2)NC(=O)c2ccccc2S3)cc1
    -3.6%	-3.1%	-25.8%	-2.1%[10.9 µM]
- Cn1c(SCC(=O)Nc2ccc3nc(SCC(=O)NC4CC4)sc3c2)nnc1-c1ccccc1
    5.9%	.	-2.4%	.
- CC(c1ccccc1F)n1cc(C(=O)NCc2ccncc2)nn1 (stereo unspecified)
    -4.0%	-0.6%	-1.5%	-5.9%
- COc1ccc(S(=O)(=O)NCc2ccco2)c2ccccc12
    11.4%	0.7%	-0.3%	-5.7%
- CCOC(=O)C1CCCN(Cc2ccc(O)c(OC)c2)C1 (stereo unspecified)
    -3.0%	1.5%	7.7%	-5.9%
- CC(C)NC(=O)Cn1ncn2c(cc3cc(F)ccc32)c1=O
    10.6%	-0.3%	-5.1%	11.5%[10.9 µM]
- COc1ccc(Oc2ncc3nc(-c4cc(F)cc(F)c4)c(=O)n(C[C@H]4CCCO4)c3n2)cc1
    -6.7%	-0.3%[11.4 µM]	-4.5%	-16.0%
- CCOC(=O)c1noc2nc(C)n(CC(=O)NC(C)CC)c(=O)c12 (stereo unspecified)
    -9.9%	-1.6%	-4.8%	7.3%[10.9 µM]
- O=C(Cn1cnc2c(nnn2Cc2ccc(F)cc2)c1=O)NC1CCCC1
    -15.6%	-0.4%	-6.3%	-11.8%
- CCOc1ccc(NC(=O)Cn2c(=O)n(-c3cccc(Cl)c3)c(=O)c3c2c2cc(C)ccc2n3C)cc1
    1.6%	?	21.5%	5.7%[10.9 µM]
- O=C(CSc1ccccn1)Nc1ccc(Br)cn1
    5.4%	5.1%	6.4%	-11.7%
- COc1ccc(C(=O)CC2OC(=O)c3ccccc32)cc1OC (stereo unspecified)
    -11.0%	.	3.1%	.

Continued.
Results follow in this order: p53ts 32C tox	IkB sig inh	p53ts 39C tox	Peg3 imprint
- CC(CNC(=O)CCCn1c(=O)c2cccn2c2ccccc21)c1ccccc1 (stereo unspecified)
    -0.8%	-0.5%	-15.3%	-14.1%[10.9 µM]
- N#C[C@H](Cc1ccc(O)cc1)c1ccc(O)cc1
    12.2%	1.5%	1.5%	?
- Cc1cc(N)n2nc(-c3ccccc3)cc2n1
    -3.1%	-0.2%	13.6%	-1.0%
- CCc1ccc(S(=O)(=O)c2nnn3c2nc(NCCNC(C)=O)c2cc(Cl)ccc23)cc1
    2.7%	?	-14.2%	-6.3%[10.9 µM]
- CC1OC2C(OC1C)N(S(C)(=O)=O)CCN2S(C)(=O)=O (stereo unspecified)
    38.4%[activator]	-0.4%	1.0%	-7.9%
- Cc1ccc(-n2nc(C)c3c2OC(N)=C(C#N)C3c2ccc(F)cc2)cc1 (stereo unspecified)
    -6.0%	?	5.2%	-15.0%
- CC(=O)Nc1ccccc1OCC(=O)c1cc(C)n(Cc2cccs2)c1C
    -20.3%	?	-18.0%	-14.3%
- O=C(Nc1nc(-c2ccco2)cs1)c1ccccc1
    -18.1%	?	-23.5%	.
- FC(F)(F)c1ccccc1-c1nc(NC2CCNCC2)c2ccccc2n1
    -10.0%	-0.4%[11.4 µM]	-11.7%	-18.8%
- Cc1cccc(N2C(=O)CSC23C(=O)N(CC(=O)Nc2cccc(Cl)c2)c2ccccc23)c1 (stereo unspecified)
    8.7%	?	-11.3%	24.3%[10.9 µM]
- NC(=O)c1oc2ccc(Cl)cc2c1N
    3.8%	?	5.7%	-11.1%
- CCc1ccccc1NC(=O)Nc1nnc(N(CC)c2ccccc2)s1
    7.6%	?	4.2%	-16.4%[10.9 µM]
- O=C(NC(C(=O)c1ccccc1)n1ccc(=O)[nH]c1=O)c1ccccc1 (stereo unspecified)
    -1.3%	?	0.8%	-12.3%
- COc1cc(C(=O)Nc2cc(C)ccn2)cc(OC)c1OC
    0.2%	1.4%	-16.2%	-14.5%
- O=C(CSc1ncccn1)NCc1ccccc1
    -3.7%	-2.0%	8.1%	-6.7%

Other results
Results follow in this order: p53ts 32C tox	IkB sig inh	p53ts 39C tox	Peg3 imprint
- COc1ccc(Cl)cc1NS(=O)(=O)c1cc(-c2cc(C)no2)ccc1C
    12.8%	?	-26.7%	-8.3%[10.9 µM]
- CC1(C)CC(=O)C2=C(C1)Oc1ncn(CCCn3ccnc3)c(=N)c1C2c1ccccc1 (stereo unspecified)
    -3.1%	1.8%	23.0%	5.7%
- O=c1c(-c2ccc(Cl)cc2)nc2cnc(N3CCOCC3)nc2n1C1CC1
    -6.3%	0.7%[11.4 µM]	10.6%	.
- Cc1nn(-c2ccccc2)c2c1C(c1cccnc1)N1C=C(S(=O)(=O)N3CCCCC3)C=CC1=N2 (stereo unspecified)
    5.0%	3.5%	3.8%	-14.9%
- Cc1cc(C)n(CCc2nc3c4ccccc4nc(N4CCN(c5ccccc5)CC4)n3n2)n1
    7.6%	-0.1%	0.8%	2.5%[10.9 µM]
- CCCc1nc2oc3c(NCC4CCCO4)ncnc3c2c2c1COC(C)(C)C2 (stereo unspecified)
    2.1%	0.3%	8.9%	-8.9%
- CN(C(=O)C1=CC(c2ccc3c(c2)OCO3)=NS(=O)(=O)N1C)c1ccccc1
    10.5%	1.9%	9.3%	3.5%[10.9 µM]
- O=C(CN1C(=O)C2CC=CCC2C1=O)Nc1ccc(-c2nnc3n2CCCCC3)cc1 (stereo unspecified)
    12.6%	-0.2%	2.7%	-6.3%
- CC1CCC(NC(=O)C2c3ccccc3C(=O)N2CCCN2CCOCC2)CC1 (stereo unspecified)
    -13.9%	0.6%	-9.7%	-7.9%
- Cc1ccccc1NC(=O)Cn1nnc(C(=O)NCCc2ccccc2)c1N
    -5.8%	0.7%	11.7%	-3.7%[10.9 µM]
- c1cnc(Oc2ccc3oc4ccccc4c3c2)nc1
    -4.6%	-1.1%	-21.2%	-9.6%
- c1ccc(CCc2nn3c(Cn4cnc5ccccc54)nnc3s2)cc1
    -13.1%	-1.7%	4.4%	?
- CCOC(=O)CS(=O)(=O)c1ccc2ccccc2c1
    -5.9%	2.0%	-11.1%	-12.8%
- Cc1ccc(NC(=O)CN2C(=O)CCc3ccccc32)cc1C
    -12.9%	0.2%	14.8%	16.4%[10.9 µM]
- Cc1csc2nc(CNS(=O)(=O)c3ccc(-c4ccccc4)cc3)cn12
    -5.1%	9.7%	-3.4%	-15.8%

The list continues.
Results follow in this order: p53ts 32C tox	IkB sig inh	p53ts 39C tox	Peg3 imprint
- CCCCNC(=O)c1cc2c(=O)n3cccc(C)c3nc2n1C
    0.5%	-1.1%	2.2%	1.6%
- O=C(C1CCN(S(=O)(=O)c2ccc3ccccc3c2)CC1)N1CCN(c2ncccn2)CC1
    18.3%	?	-4.6%	-13.7%
- CCCn1cnc2c(SCC(=O)O)nc(N)nc21
    1.3%[9.22 µM]	1.8%[11.4 µM]	-1.4%[9.22 µM]	-8.8%[10.9 µM]
- CSc1nn(CCc2ccncc2)c(=S)s1
    -2.2%	0.6%	-7.5%	-25.2%
- CCc1ccccc1NC(=O)Cn1nc(C)c2nn(-c3ccc(Cl)cc3)c(C)c2c1=O
    -5.2%	?	-13.6%	-11.2%[10.9 µM]
- COC(=O)[C@@H](NC(=O)Nc1ccc2c(c1)OCCO2)C(C)C
    1.1%	-0.8%	4.6%	-2.4%
- O=C(CCn1c(=O)oc2ccccc21)NCc1cccs1
    -0.3%	-1.2%	-8.9%	-11.5%
- CCCc1cc(C(=O)NCc2ccco2)no1
    5.3%	3.4%	0.6%	-19.0%
- C=CCn1c(=N)c(C#N)cc2c(=O)n3ccccc3nc21
    2.0%	.	-1.2%	.
